Source: PubChem BioAssay (National Center for Advancing Translational Sciences (NCATS))
TSG101-PTAP inh: blocks PTAP/TSG101 interaction to inhibit HIV-1 budding | Q99816 | Fluorescence polarization, FITC-PTAP peptide / Tsg101 binding | Potency, µM (top dose mostly 115 µM), for the others: at the top dose activity change, negative = inhibition, hits mostly inhibitors | 340,000 tested, under 10 active | AID 493005; active = well fitted inhibition curve with a large enough effect in the main read-out, with a control signal flat, not every such curve was filed as active; inconclusive = small, poorly fitted or top-dose-only effect, or effect the other way, or a change in a side signal; inactive = no such curve, though single readings can be large or run the other way; note: potency is the fitted concentration of half-maximal effect; % of control where 0% means no effect
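FP read-out: FITC-PTAP peptide, 50 nM final, binding Tsg101 binding domain, 10 uM final; 20 min, r.t.; 10 mM HEPES pH 7.5, 0.15 M NaCl, 0.01% Tween 20, 3 mM EDTA, 0.1 mM TCEP.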
S-ASM inh: blocks human secretory acid sphingomyelinase. P17405. placental ASM, HMU-PC fluorogenic substrate, 60 min. Potency, µM (top dose mostly 57.5 µM), without a hit: top-dose activity change, negative = inhibition, hits mostly inhibitors. 0.006% of 340,000 active. AID 504937; note: potency is the fitted concentration of half-maximal effect
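HMU-PC0 cleavage (9 uM final) by human placental ASM, 60 min at 37 °C following 10 min compound exposure at RT; stopped at pH 10, fluorescence Ex 386/Em 447 nm.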
TRPV1 ag: activates the human vanilloid receptor TRPV1; Q8NER1; TRPV1-expressing cells, Fluo-8 calcium influx, agonist mode; activation, % at 8.33 µM; 0.19% of 320,000 active; AID 540275; in the data active = activation above about 80%; inconclusive = between about 30% and that limit; note: 0% is about no effect
Target sequence (Q8NER1 whole entry, looked up): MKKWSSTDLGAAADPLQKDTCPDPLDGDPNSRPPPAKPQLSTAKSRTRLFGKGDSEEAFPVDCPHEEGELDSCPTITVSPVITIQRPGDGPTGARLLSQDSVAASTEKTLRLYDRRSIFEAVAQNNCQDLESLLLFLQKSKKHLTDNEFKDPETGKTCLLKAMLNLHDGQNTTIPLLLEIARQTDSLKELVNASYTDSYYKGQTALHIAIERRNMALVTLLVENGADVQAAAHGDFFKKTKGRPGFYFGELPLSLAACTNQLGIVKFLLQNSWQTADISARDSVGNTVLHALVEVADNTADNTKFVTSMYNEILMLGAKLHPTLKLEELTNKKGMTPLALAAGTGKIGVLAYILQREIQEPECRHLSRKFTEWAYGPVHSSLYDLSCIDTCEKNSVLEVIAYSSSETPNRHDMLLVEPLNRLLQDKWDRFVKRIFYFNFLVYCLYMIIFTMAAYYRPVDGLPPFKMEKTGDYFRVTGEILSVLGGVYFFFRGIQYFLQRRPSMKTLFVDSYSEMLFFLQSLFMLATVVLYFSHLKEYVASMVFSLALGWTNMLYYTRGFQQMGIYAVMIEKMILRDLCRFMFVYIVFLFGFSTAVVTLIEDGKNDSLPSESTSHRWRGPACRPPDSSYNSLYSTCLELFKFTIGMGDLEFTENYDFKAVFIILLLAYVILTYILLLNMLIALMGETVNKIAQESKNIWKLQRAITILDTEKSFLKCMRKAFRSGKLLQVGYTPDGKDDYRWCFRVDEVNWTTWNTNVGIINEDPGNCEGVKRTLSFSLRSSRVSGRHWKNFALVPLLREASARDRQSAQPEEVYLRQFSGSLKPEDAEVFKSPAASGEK
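Cells expressing TRPV1 were dye-loaded with Fluo-8 and read kinetically: 10 s baseline, 3 min after compound (agonist portion), then 2 min after EC20 capsaicin (allosteric enhancer portion). Calcium-bound dye fluorescence at 480/520 nm.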
p53 reactivation: restores transcriptional activity of mutant p53 | H1299 p53-A138V BP100-luciferase reporter, luminescence, 24 h | Potency, µM (top dose mostly 92.2 µM), for the others: at the top dose activity change, positive = activation, actives largely listed as activators | 0.063% of 320,000 active; note: potency is the fitted concentration of half-maximal effect; % of control where 0% means no effect; nearly all actives have a fitted effect of over 45% in size
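p53-null H1299 cells stably carrying temperature-sensitive p53-A138V and a BP100-luciferase reporter were pinned with compounds (4-point, 1:5 series) and held 24 hrs at 37 deg C. Luminescence was read 10 min after detection reagent.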
ELG1 genotoxic: genotoxicity induction in ELG1-luciferase HEK293T cells; HEK293T ELG1-luciferase reporter, luminescence, 16 h; Potency, µM (highest dose often 46 µM), for inactives: top-dose activity change, positive = activation, actives largely listed as activators; 1.3% of 330,000 active; AID 504466; note: potency is the fitted concentration of half-maximal effect; % of control where 0% means no effect; nearly all actives have a fitted effect of over 60% in size
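Genotoxicity was scored as increased ELG1-luciferase reporter signal, measured by ONE-Glo luminescence (30 min, room temperature). Compound or vehicle exposure of the HEK293T reporter cells lasted 16 hr at 37°C.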
USP2a block: blocks human ubiquitin-specific protease USP2a; O75604; USP2 core, Ub-CHOP2 coupled fluorogenic reporter, 485/531; Potency, µM (series often up to 38.3 µM), for inactives: at the top dose activity change, negative = inhibition, most hits filed as inhibitors; 0.01% of 330,000 active;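 note: potency is the fitted concentration of half-maximal effect; plate controls were DMSO wells for no effect and full inhibition by NEM control for full effect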
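Cell-free coupled assay: 10nM USP2 core preincubated 30min RT with compound in Tris-HCl pH 8.0/CaCl2/CHAPS buffer, then 25nM Ub-CHOP2 and 25nM reporter substrate; fluorescence (Ex 485/Em 531) read after 60min RT, normalized to NEM inhibition, concentration-response curves fitted.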
BRCA1 expr act: increases BRCA1 expression; MCF7-BRCA1-FFLuc reporter, luminescence, 48 h; response scale: scaled: vehicle 0%, 10 µM genistein 100%; Potency, µM (doses to about 46.1 µM), for the others: at the top dose activation, actives largely listed as activators; 1.1% of 380,000 active; note: potency is the fitted concentration of half-maximal effect; nearly all actives have a fitted effect of over 80% in size; some results filed as inactive show a strong effect at the top dose
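Luminescence from a BRCA1-driven firefly luciferase in MCF7 cells was the read-out, taken 15 min after substrate addition following 48 h compound exposure at 37 °C. Data were normalized to a 10 microM genistein control and DMSO vehicle.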
Integrin act MD: integrin-mediated muscular dystrophy alleviation activation. AID 624291. Potency, µM (series often up to 38.3 µM), inactives show top-dose activation, most hits filed as activators. 0.064% of 350,000 active. alpha7betagal myoblasts, beta-gal FDG fluorescence, 48 h;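 note: potency is the fitted concentration of half-maximal effect; 100% = response of the positive control SU9516; nearly all actives have a fitted effect of over 60% in size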
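alpha7betagal+/- myoblasts (passage 13, 250/well) treated 48 h at 37C with compounds at 1:260 dilution of DMSO stock. Lysed, then beta-galactosidase activity read as FDG fluorescence (ex 480/em 540) after 30 min, with pre-read for autofluorescence.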
Eya2 inh: inhibitors of human Eya2 phosphatase activity. O00167. 0.006% of 330,000 active. recombinant Eya2, OMFP fluorescence dephosphorylation (OMFP is methylfluorescein phosphate). Potency, µM (series often up to 76.9 µM), for inactives: at the highest dose activity, negative = inhibition, most hits filed as inhibitors. AID 488837; note: potency is the fitted concentration of half-maximal effect; % is set by controls: 0 for no effect and ±100 for the full control effect
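Eya2 protein (added as 0.2 uM solution) was preincubated with compound for 10 min at ambient temperature in 50 mM HEPES pH 7.5, 50 mM NaCl, 5 uM MgCl2, 0.05% BSA, 1 mM DTT. OMFP (added at 50 uM) then reacted 10 min; fluorescence read at 485/525 nm.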
uPA surface inh: cell surface uPA generation inhibition. cell surface uPA generation assay, qHTS. Potency, µM (highest dose often 38.3 µM), for inactives: at the highest dose activity change, negative = inhibition, actives largely listed as inhibitors. 0.31% of 330,000 active. AID 540303; active = well fitted inhibition curve with a large enough effect; inconclusive = small, poorly fitted or top-dose-only effect; inactive = no such curve, though single readings can be large or run the other way; tested in mouse RAW 264.7 cells; note: potency is the fitted concentration of half-maximal effect; % is set by controls: 0 for no effect and ±100 for the full control effect; nearly all actives have a fitted effect of over 55% in size
B2AR arrestin: agonists driving beta-arrestin recruitment to human beta2-adrenergic receptor; P07550; beta-arrestin recruitment to beta2AR, cell-based reporter; Potency, µM (top dose mostly 46.1 µM), inactives show top-dose activation, actives largely listed as activators; 0.02% of 330,000 active;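 note: potency is the fitted concentration of half-maximal effect; 0% = DMSO controls and full agonism = EC100 isoproterenol or metaproterenol; nearly all actives have a fitted effect of over 65% in size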
* marks the source's active call; other numbers are inactive results; ? = inconclusive; · = no result given; [ ] = another dose, or the depositor's remark. Unless noted, calls come from the whole dose curve; as a rule, active = well fitted curve in the direction sought with a large enough effect; inconclusive = small, poorly fitted or top-dose-only effect, or another doubt; inactive = no such curve, though single readings can be large; an effect the other way counts as inactive or inconclusive.

compound	TSG101-PTAP inh	S-ASM inh	TRPV1 ag	p53 reactivation	ELG1 genotoxic	USP2a block	BRCA1 expr act	Integrin act MD	Eya2 inh	uPA surface inh	B2AR arrestin
O=C(CCN1C(=O)c2ccccc2C1=O)OCN1C(=O)c2ccccc2C1=O	-1%	3%	-3	0%	-3%	5%	-6%	23%	2%	5%	0.3%
O=C1c2c([N+](=O)[O-])cc([N+](=O)[O-])cc2S(=O)N1Cc1ccccc1 (stereo not given)	1%	3%	-5	17%	12%	-7%	-11%	?	12%	3%	-0.1%
COc1cc(C(=O)NC(=S)Nc2cccc(-c3cc4ccccc4oc3=O)c2)cc(OC)c1OC	2%	-10%	-1	-4%	0%	0%	7%	-21%	6%	1%	-0.8%
CCOc1ccc(CN(C)C(=O)CNC(=O)c2ccc(Br)o2)cc1OC	0%	-2%[11.5 µM]	0	-1%	-3%	7%	-13%	-18%	3%	-1%	0.3%
CCN(C(=O)CSc1nc2cc(C(=O)OC)ccc2c(=O)n1Cc1ccco1)c1cccc(C)c1	-5%	0%	-5	-8%	-13%	1%	1%[1.84 µM]	6%	9%	-3%	-0.3%
O=C(NCCCO)C(=O)Nc1cc2c3c(c1)CCN3C(=O)CC2	-2%	0%	-3	?	18%	0%	-1%	?	6%	-1%	0.2%
CC(C)C[C@H](NC(=O)[C@@H]1Cc2c([nH]c3ccccc23)C2c3ccccc3C(=O)N21)C(=O)N1CCC[C@@H]1C(=O)O (stereo not given in full)	-17%	-3%	-2	11%	1%	1%	10%	20%	-18%	10%	-0.8%
Cc1ccc(OCC(=O)NCCCNC(=O)c2ccncc2)cc1	-3%	0%	-2	-5%	0%	3%	12%	-18%	-6%	4%	-0.2%
CC(Oc1ccc(Cl)cc1)c1ccnn1S(=O)(=O)c1ccc(Cl)cc1 (stereo not given)	-4%	-3%	21	6%	-6%	-1%	-41%	4%	-35%	13%	-0.1%
Cc1ncsc1C(=O)N1CCCC(CNS(=O)(=O)c2cccs2)C1 (stereo not given)	-1%	0%	-1	2%	0%	3%	4%	30%	-8%	9%	-0.6%
CCOC(=O)CCNC(=O)CCNC(=O)C(c1ccccc1)c1ccccc1	0%	1%	-3	1%	-2%	-1%	8%	-12%	5%	5%	5.7%
COc1cccc(C(=O)O[C@H]2[C@H](Cc3ccccc3)NS(=O)(=O)[C@H]3C[C@@H]4C=C[C@]23O4)c1	-6%	-6%	·	4%	3%	-8%	0%	0%	-41%	0%	0.0%
COc1ccc(N2CCN(C(=O)CCC(=O)c3cc(C)sc3C)CC2)cc1	-4%	-5%	28	-3%	-10%	0%	-3%	-21%	-5%	-2%	-0.1%
COc1ccc(NC(=O)COC(=O)CNS(=O)(=O)c2ccc(C)cc2)c(OC)c1	-13%	5%	0	-5%	1%	0%	14%	13%	5%	3%	-0.8%
COCCNC(=O)CC(=O)N/N=C/c1ccc(C(=O)OC)cc1	0%	3%	0	-2%	0%	0%	0%	9%	0%	2%	0.1%
Cc1cccc(Cl)c1NNC(=O)Nc1c([N+](=O)[O-])c(C)nn1C	-5%	-2%	-2	-1%	-2%	0%	-39%	-2%	-2%	0%	-0.5%
C/C(Cl)=C\Cn1c(Nc2ccccc2)nc2c1c(=O)n(C)c(=O)n2C	-3%	-6%	7	3%	-4%	-1%	-54%	-11%	1%	4%	-0.4%
CCOc1ccc(NC(=O)CSc2nc(-c3cccs3)cc(C(F)(F)F)n2)c([N+](=O)[O-])c1	-2%	0%	2	2%	14%	2%	-31%	-13%	8%	4%	-1.2%
CCOc1cc(NC(=O)C2CC2)c(OCC)cc1NC(=O)c1cccnc1	·	·	12	0%	3%	0%	·	·	-7%	·	-0.8%
CC1(c2nnc(-c3cccc(Cl)c3)o2)CC(c2ccc(OC(F)(F)F)cc2)=NO1 (stereo not given)	-1%	-14%	1	·	-1%	1%	0%	7%	-3%	14%	-1.1%
Cc1cc(Cl)ccc1N(CC(=O)NCCSCc1ccco1)S(C)(=O)=O	-1%	-1%	-1	0%	0%	1%	-27%	-13%	1%	-2%	-0.4%
O=C(N/N=C/c1cccnc1)c1ccc(F)cc1	-2%	7%	-1	5%	14%	1%	27%	44%	-25%	-6%	0.5%
Nc1ccc(-c2ccc(N)cc2C(F)(F)F)c(C(F)(F)F)c1	-1%	0%	-1	-21%	-4%	-1%	-62%	8%	-28%	5%	-0.2%
Cc1oc(-c2ccccc2F)nc1CS(=O)CC(=O)NCCN1CCCCC1C (stereo not given)	0%	2%	-12	-4%	-2%	1%	-17%	8%	-11%	7%	0.3%
COC(=O)C1=C(C)N(C)C(=S)NC1c1ccc(OC)cc1OC (stereo not given)	-2%	8%	-2	2%	-2%	8%	-10%	2%	-27%	11%	0.5%
Cc1cc2c(c(C)nn2-c2ccccc2)c(=O)o1	-7%	-2%	-2	-5%	10%	1%	-6%	13%	9%	-5%	-0.2%
CCOC(=O)C1=C(COC(=O)c2ccc(C)s2)NC(=O)NC1C (stereo not given)	-4%	5%	10	-5%	1%	3%	22%	-12%	-36%	1%	0.1%
CCOc1ccc(CN(C)C(=O)CNC(=O)c2sc3ccccc3c2Cl)cc1	0%	-18%	1	17%	-5%	3%	5%	17%	-15%	14%	-0.1%
O=C(c1ccco1)N1CCN(C(=O)c2ccc(-c3ccc([N+](=O)[O-])cc3)o2)CC1	-4%	-12%	·	16%	-1%	-3%	1%	-8%	11%	11%	-0.3%
COc1ccc(C(=O)NNC(=O)Cc2ccc([N+](=O)[O-])cc2)cc1	0%	0%	2	-7%	0%	2%	-41%	8%	0%	1%	-0.2%
Cc1[nH]c(=O)c(C#N)c(C)c1Cc1ccc(Cl)cc1Cl	-1%	-2%	-8	0%	1%	0%	-11%	-18%	-5%	-6%	0.0%
Cc1ccc(C2=C/C(=C/c3cccs3)C(=O)O2)cc1	2%	-7%	?	?	4%	6%	4%	9%	2%	3%	-0.5%
C=C(C)CC1Nc2ccccc2NC1CC(=C)C (stereo not given)	-5%	4%	-1	6%	5%	3%	-5%	-2%	-4%	-2%	-0.4%
O=C(N/N=C/c1ccncc1)C1C2CCCCCCC21 (stereo not given)	-1%	-2%	21	-5%	6%	2%	-17%	0%	0%	0%	-0.5%
COCC(=O)Nc1ccc([N+](=O)[O-])cc1C	-2%	4%	-3	0%	0%	1%	16%	-7%	-7%	-1%	-1.4%
CC(C)Cc1cc(CN2CCCC(CO)(Cc3cccc(Cl)c3)C2)[nH]n1 (stereo not given)	0%	0%	10	-1%	-4%	-6%	-37%	-63%[inhibitor]	-12%	-9%	-1.4%
Cc1ccc(S(=O)(=O)N2CCN(C(C)CC(=O)O)CC2)cc1 (stereo not given)	-1%	-2%	-1	3%	5%	0%	2%	-27%	10%	10%	0.3%
CCNC(=O)CN(C1CCCCC1)S(=O)(=O)c1ccc(F)cc1	-1%	1%	-2	-1%	0%	2%	0%	-55%[inhibitor]	3%	-1%	-0.8%
CCN(CC)S(=O)(=O)c1cccc(NC(=O)COC(=O)CCC(=O)c2ccc(F)cc2)c1	-9%	-6%	14	4%	8%	3%	0%	-17%	-1%	-3%	-1.4%
CCCc1nc(N2CCN(S(=O)(=O)c3ccc(Cl)cc3)CC2)c2c(C)c(C)sc2n1	0%	-9%	4	3%	-8%	-2%	-8%	-252%[inhibitor]	-9%	6%	-1.5%
O=C(Nc1nncs1)c1cc(S(=O)(=O)N2CCCCC2)ccc1Cl	0%	-2%	0	2%	-4%	-1%	-9%	24%	11%	9%	-0.7%
CN(C)S(=O)(=O)c1ccc(C(=O)Nc2nnc(SCc3cccc(F)c3)s2)cc1	-4%	6%	7	10%	0%	0%	0%	13%	6%	9%	0.2%
COc1ccc(-c2ccc(CCC(=O)O)n2CC(C)C)cc1	-2%	·	-5	-2%	-1%	1%	-82%[inhibitor]	4%[7.66 µM]	-32%	·	3.7%
O=C1N[C@H](Cc2ccccc2)CO1	-1%	6%	-4	-3%	-1%	1%	0%	0%	-22%	8%	-0.1%
COc1ccc(S(=O)(=O)N2CCOCC2)cc1Br	-1%	0%	2	-4%	4%	5%	4%	-22%	-5%	0%	0.2%
COc1cccc(N2CCN(c3ccc4nnc(CCC(=O)N5CCC(C)CC5)n4n3)CC2)c1	-3%	-4%	1	-12%	-7%	0%	-31%	5%	-1%	-3%	-0.4%

This is a random part of the collection. Share with any hit: about 2.6%.
